Screening results from PubChem.
D2 antag: D2 dopamine receptor (human) antagonism. 2% of 340,000 active. HEK293 TREx D2 cells, calcium flux, dopamine EC80. inhibition, % at 10 µM; in the data active = inhibition above about 30%; note: 0% is about no effect
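Cells plated overnight at 30 C with tetracycline; no-wash calcium dye, 30–90 min RT; 10 s baseline; compound pinned; 180 s read; EC80 dopamine added; another 180 s read.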
IDH1 R132H inh: blocks human mutant IDH1 R132H enzyme; IDH1-R132H enzyme, NADPH consumption, diaphorase/resazurin fluorescence; Potency, µM (series often up to 76.6 µM), inactives show at the highest dose activity change, negative = inhibition, actives largely listed as inhibitors; O75874; 0.093% of 390,000 active; note: potency is the fitted concentration of half-maximal effect; % is set by controls: 0 for no effect and ±100 for the full control effect; nearly all actives have a fitted effect of over 65% in size
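IDH1-R132H (0.5 ug/mL dispensed) in pH 7.5 Tris buffer was preincubated 30 min with compound, then given a substrate mix of 0.016 mM NADPH and 2 mM alpha-KG for 80 min at room temperature; remaining NADPH was read by diaphorase/resazurin fluorescence.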
TrxR1 substrate: substrates of rat thioredoxin reductase 1; O89049; purified TrxR1 substrate turnover, NADPH consumption readout; 0.01% of 390,000 active; Potency, µM (series often up to 114 µM), for the others: top-dose activity change, negative = substrate turnover; AID 588456; note: potency is the fitted concentration of half-maximal effect; % is set by controls: 0 for no effect and ±100 for the full control effect; nearly all actives have a fitted effect of over 50% in size
Target sequence (O89049 whole entry, looked up): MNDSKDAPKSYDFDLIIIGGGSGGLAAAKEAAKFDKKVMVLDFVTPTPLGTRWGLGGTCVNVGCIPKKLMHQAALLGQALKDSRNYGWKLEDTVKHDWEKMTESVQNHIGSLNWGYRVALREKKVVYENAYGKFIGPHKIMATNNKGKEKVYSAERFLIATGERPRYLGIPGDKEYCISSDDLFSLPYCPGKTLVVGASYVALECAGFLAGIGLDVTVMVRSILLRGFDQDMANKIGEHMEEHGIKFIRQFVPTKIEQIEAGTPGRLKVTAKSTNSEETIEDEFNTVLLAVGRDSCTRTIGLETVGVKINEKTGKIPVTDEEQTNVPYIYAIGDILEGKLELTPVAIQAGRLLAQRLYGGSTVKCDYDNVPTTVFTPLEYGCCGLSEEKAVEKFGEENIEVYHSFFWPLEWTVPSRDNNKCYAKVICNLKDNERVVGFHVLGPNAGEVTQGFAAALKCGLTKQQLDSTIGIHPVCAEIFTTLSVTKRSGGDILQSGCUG
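Rat TrxR1, dispensed at 90 nM, was prereduced with 400 uM NADPH (final) for 5 min at ~22 deg C, then incubated with compound 15 min before 400 uM selenite. A first-read NADPH fluorescence drop versus no-compound background flagged substrates.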
PI4K2A inh: blocks human PI4K2A kinase activity; Q9BTU6; purified PI4K2A, ADP-Glo luminescence, 1 h; active compounds read low; activity change, negative = inhibition, % at 76.9 µM; 0.13% of 420,000 active; in the data active = activity change below about -50%; inconclusive = mostly about -30% to -49%;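 note: -100% = wells without enzyme as full effect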
Target sequence (Q9BTU6 whole entry, looked up): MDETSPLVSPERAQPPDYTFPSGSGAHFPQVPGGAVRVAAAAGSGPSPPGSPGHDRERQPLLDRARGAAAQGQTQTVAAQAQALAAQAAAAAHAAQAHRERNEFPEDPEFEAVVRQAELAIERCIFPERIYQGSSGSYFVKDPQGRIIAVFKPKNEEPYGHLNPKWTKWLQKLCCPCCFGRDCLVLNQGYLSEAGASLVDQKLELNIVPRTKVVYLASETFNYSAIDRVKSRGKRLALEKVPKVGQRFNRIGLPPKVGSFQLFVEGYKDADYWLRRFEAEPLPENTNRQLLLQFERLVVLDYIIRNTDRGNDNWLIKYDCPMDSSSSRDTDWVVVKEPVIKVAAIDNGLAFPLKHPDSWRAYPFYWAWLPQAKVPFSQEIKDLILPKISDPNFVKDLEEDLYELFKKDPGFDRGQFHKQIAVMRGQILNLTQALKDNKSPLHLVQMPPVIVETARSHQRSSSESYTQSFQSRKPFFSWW
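PI4K2A activity was measured by ADP-Glo luminescence: enzyme (4 ug/mL stock) and phosphatidylinositol (1.2 mM stock) in Tris pH 7.5/MgCl2/EGTA/Triton X-100 buffer were reacted with ATP (300 microM stock) for one hour at ambient temperature.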
TRHR agonist: TRH receptor (human) agonism | P34981 | activation, % at 2 µM | 0.18% of 360,000 active | TRHR cells, calcium flux fluo-8, FDSS agonist mode; in the data active = activation above about 30%; note: 0% is about no effect
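TRHR-expressing cells, plated overnight in medium with 10% serum, were loaded with fluo-8 calcium dye at room temperature. After a 10 s baseline, library compound was pin-added and calcium release was recorded kinetically (ex 480/em 530) as agonist response.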
D2 ag: D2 dopamine receptor (human) agonism. AID 485358. activation, % at 2 µM. P14416. HEK293 T-REx D2 cells, calcium flux agonist mode. 0.53% of 340,000 active;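 active = activation over 3 SD above normal in the single-dose calcium agonist read, cut at about 30% in these data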; note: 0% is about no effect
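HEK293 Trex D2 cells, tetracycline-induced, o/n 30 C 5% CO2; no-wash Ca dye, RT 30–90 min; 10-cycle baseline, 23 nl cpd added, kinetic Ca read 180 s; agonist hits = positive Ca response.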
rTrxR1 inhibitor: rat TrxR1 inhibition; O89049; recombinant rTrxR1, NADPH fluorescence consumption, selenite substrate; Potency, µM (titrated, usually from 114 µM), for the others: at the highest dose activity change, negative = inhibition, most hits filed as inhibitors; 1% of 390,000 active; note: potency is the fitted concentration of half-maximal effect; % is set by controls: 0 for no effect and ±100 for the full control effect; nearly all actives have a fitted effect of over 65% in size
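Rat TrxR1 (90 nM in the dispensed reagent) was pre-reduced with 400 uM NADPH for 5 min at room temperature, then incubated with compound for 15 min. After 400 uM selenite was added, NADPH fluorescence (Ex 340/Em 450 nm) was followed for 8 min.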
TRHR PAM: allosterically enhances the human TRH receptor; TRHR cells, fluo-8 calcium fluorescence, EC20 TRH enhancement; enhancement, % at 2 µM; 0.66% of 360,000 active; AID 493056; in the data active = enhancement above about 30%; note: 0% is about no effect
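Enhancer read-out: after compound pinning and an initial kinetic agonist-mode read, an EC20 of TRH (10 nM final) was injected and fluo-8 calcium signal (Ex 480/Em 530) followed at 1 s/cycle for 100 cycles in TRHR-expressing cells.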
USP1-UAF1 inh: blocks the human USP1/UAF1 deubiquitinase complex | 0.23% of 390,000 active | AID 743255 | O94782 | Potency, µM (top dose mostly 57.1 µM), without a hit: top-dose activity change, negative = inhibition, actives largely listed as inhibitors | recombinant USP1/UAF1, Ub-Rhodamine cleavage fluorescence; note: potency is the fitted concentration of half-maximal effect; % is set by controls: 0 for no effect and ±100 for the full control effect; nearly all actives have a fitted effect of over 60% in size; inactives centre near -12
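USP1/UAF1 complex (1 nM) preincubated 15 min at room temperature with compound, then Ub-Rho substrate (150 nM final) added. Kinetic fluorescence at 480/540 nm over 6 reads at 60 s intervals; 50 mM HEPES pH 7.8, 0.5 mM EDTA, 0.1 mg/ml BSA, 1 mM TCEP, 0.01% Tween-20.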
The depositor's hits bear a star; ? = inconclusive; . = no result given; [ ] = another dose, or the depositor's remark. Unless noted, calls come from the whole dose curve; as a rule, active = well fitted inhibition curve with a large enough effect; inconclusive = small, poorly fitted or top-dose-only effect; inactive = no such curve, though single readings can be large or run the other way.

Key to letters – A = D2 antag; B = IDH1 R132H inh; C = TrxR1 substrate; D = PI4K2A inh; E = TRHR agonist; F = D2 ag; G = rTrxR1 inhibitor; H = TRHR PAM; I = USP1-UAF1 inh
COc1ccc(C(=O)c2sc3nc(-c4ccc(OC)cc4)ccc3c2N)cc1
  A = 11	B = 4%	C = -2%	D = -4	E = 13	F = 7.4	G = 11%	H = 3	I = -22%

COc1ccc2c(c1)c1c(c(=O)n(-c3cccc(Cl)c3)c(=O)n1CC(=O)NCC1CCCO1)n2C (stereo unspecified)
  A = .	B = -8%	C = 16%	D = 2	E = 0.3	F = 0.7	G = 18%	H = 6	I = -22%

O=C(COC(=O)c1cccc(S(=O)(=O)N2CCOCC2)c1)Nc1nc(-c2ccccc2Cl)cs1
  A = .	B = -10%	C = 7%[57.1 µM]	D = 0	E = 0.8	F = .	G = 13%[57.1 µM]	H = -10	I = -9%

COCCCNC(=O)/C(C#N)=C/c1c(N2CCN(c3ccccc3)CC2)nc2c(C)cccn2c1=O
  A = 3	B = 7%	C = 21%	D = -6	E = -0.2	F = 0.0	G = -26%	H = -10	I = -7%

COc1cc(N2CCCC2)c(OC)cc1/C=C1/NC(=S)NC1=O
  A = .	B = 5%	C = -12%	D = -5	E = 71*	F = .	G = -11%	H = 6	I = ?

COc1cccc(-c2c(C#N)c(N)nc3c2c(=O)nc2sccn23)c1
  A = 0	B = .	C = .	D = .	E = 0.6	F = 1.2	G = .	H = -1	I = .

O=C(COC(=O)c1cccc(F)c1)NC(=O)NC1CCCC1
  A = -9	B = 1%	C = 6%	D = -1	E = -0.5	F = -0.2	G = 15%	H = -6	I = -19%

NNC(=O)c1cc2sccc2s1
  A = .	B = -8%	C = -4%	D = 8	E = 1.1	F = .	G = -1%	H = -16	I = -4%

COCCN1CCN(C(=O)C2CCC(=O)N(Cc3ccccc3F)C2)CC1 (stereo unspecified)
  A = -6	B = 0%	C = -8%	D = 1	E = 0.1	F = 0.8	G = -15%	H = -5	I = -15%

CC(C)(C)NC(=O)C(c1ccc(-c2ccccc2)cc1)N(C[C@H]1CC[C@@H]([C@@H]2CC[C@H](CO)O2)O1)C(=O)c1cccc(Cl)c1 (stereo partly specified)
  A = .	B = -6%[38.3 µM]	C = -6%	D = -2	E = .	F = .	G = -6%	H = .	I = -21%

CCOC(=O)/C=C1\SCC(=O)N1Cc1nnc(-c2ccccc2Br)o1
  A = 1	B = 4%	C = -6%	D = -5	E = 1.5	F = -0.1	G = 5%[57.1 µM]	H = -3	I = -18%

Cc1occc1C(=O)N(C)Cc1nc(-c2ccccc2)no1
  A = -3	B = 0%	C = 1%	D = 2	E = 0.1	F = 1.2	G = 19%	H = 1	I = -21%

C[C@]1(O)CC(=O)C=C[C@H]1Nc1ccccc1
  A = .	B = 8%	C = 2%	D = -4	E = .	F = .	G = -22%	H = .	I = -20%

CC(NCc1ccc(S(N)(=O)=O)cc1)C(=O)Nc1cccc(Cl)c1 (stereo unspecified)
  A = -19	B = -3%	C = 10%	D = -3	E = -0.1	F = 0.7	G = 40%[activator]	H = -3	I = -24%

C=CC(=O)Nc1cccc(N(C)c2ccnc(Nc3ccc(N4CCN(C)CC4)cc3)n2)c1
  A = .	B = -1%[38.3 µM]	C = -4%	D = -4	E = .	F = .	G = ?	H = .	I = -20%

O=C1N/C(=C\c2nc3ccccc3s2)c2ccccc21
  A = 7	B = .	C = .	D = .	E = -0.4	F = 7.1	G = .	H = -6	I = .

O=C(N/N=C\c1cn(-c2ccccc2)nc1-c1ccccc1)c1ccc(Br)o1
  A = -2	B = -2%	C = 5%	D = 0	E = 0.2	F = 1.1	G = -19%	H = 1	I = -10%

O=C(Cc1cccs1)OCC(=O)c1ccco1
  A = 2	B = 5%	C = -5%	D = -14	E = 1.0	F = 0.3	G = ?	H = 6	I = -4%

O=C(CCn1c(=O)c2ccccc2n(Cc2ccc(F)cc2Cl)c1=O)NCc1ccc2c(c1)OCO2
  A = .	B = 13%	C = 4%	D = 0	E = -0.8	F = -1.0	G = 7%	H = 0	I = -25%

Cn1c(=O)c2sccc2n2c(CCC(=O)N3CCN(c4cccc(Cl)c4)CC3)nnc12
  A = .	B = 24%	C = 3%	D = -2	E = -0.8	F = -0.4	G = 0%	H = 12	I = -13%

Marked active in TRHR agonist, among the entries above:
structure	D2 antag	IDH1 R132H inh	TrxR1 substrate	PI4K2A inh	TRHR agonist	rTrxR1 inhibitor	TRHR PAM	USP1-UAF1 inh
COc1cc(N2CCCC2)c(OC)cc1/C=C1/NC(=S)NC1=O	.	5%	-12%	-5	71*	-11%	6	?

A run of entries taken from the entries so far, for reference:
Key to letters – A = D2 antag; B = IDH1 R132H inh; C = TrxR1 substrate; D = PI4K2A inh; E = TRHR agonist; F = D2 ag; G = rTrxR1 inhibitor; H = TRHR PAM; I = USP1-UAF1 inh
O=C(Cc1cccs1)OCC(=O)c1ccco1
  A = 2	B = 5%	C = -5%	D = -14	E = 1.0	F = 0.3	G = ?	H = 6	I = -4%

O=C(CCn1c(=O)c2ccccc2n(Cc2ccc(F)cc2Cl)c1=O)NCc1ccc2c(c1)OCO2
  A = .	B = 13%	C = 4%	D = 0	E = -0.8	F = -1.0	G = 7%	H = 0	I = -25%

Cn1c(=O)c2sccc2n2c(CCC(=O)N3CCN(c4cccc(Cl)c4)CC3)nnc12
  A = .	B = 24%	C = 3%	D = -2	E = -0.8	F = -0.4	G = 0%	H = 12	I = -13%

More entries
Key to letters – A = D2 antag; B = IDH1 R132H inh; C = TrxR1 substrate; D = PI4K2A inh; E = TRHR agonist; F = D2 ag; G = rTrxR1 inhibitor; H = TRHR PAM; I = USP1-UAF1 inh
O=C1NCCCCC1NS(=O)(=O)c1ccc(F)c(F)c1 (stereo unspecified)
  A = 11	B = 3%	C = 4%	D = -2	E = -0.1	F = 0.7	G = 20%	H = -9	I = -18%

O=C(COc1ccc(Cl)cc1)N1CCCC1
  A = 5	B = -2%	C = 4%[57.1 µM]	D = 1	E = 0.4	F = -0.2	G = 21%[57.1 µM]	H = -1	I = -8%

COc1ccccc1C(=O)NC(=O)COC(=O)Cc1ccccc1[N+](=O)[O-]
  A = -2	B = 7%	C = -6%	D = 3	E = 0.0	F = 0.2	G = -10%	H = -2	I = -3%

COc1ccc(-c2noc(N3CCC(C(=O)Nc4cc(OC)ccc4OC)CC3)n2)cc1
  A = .	B = -3%	C = 6%[57.1 µM]	D = -1	E = 0.2	F = .	G = 13%[57.1 µM]	H = 6	I = -23%

O=[N+]([O-])c1ccc(S(=O)(=O)NNC(=S)NCCc2ccccc2)cc1
  A = 2	B = -10%	C = -2%	D = 27	E = 0.2	F = -0.6	G = -19%	H = -4	I = -11%

Cc1cc(-c2ccc(C)c(S(=O)(=O)NCCCN(Cc3ccccc3)C(C)C)c2)on1
  A = 5	B = 5%	C = -7%	D = -2	E = 0.5	F = -0.6	G = 9%	H = 3	I = -3%

Cc1cc(N2CCCCC2)nc2c(C)cccc12
  A = 8	B = 6%	C = 15%[57.1 µM]	D = 1	E = -2.9	F = -0.1	G = 28%[57.1 µM]	H = 9	I = -26%

Cc1cc(NC(=O)CCC(=O)N(CC(=O)NCC2CCCO2)c2ccc3c(c2)OCCO3)no1 (stereo unspecified)
  A = 1	B = -4%	C = 11%[57.1 µM]	D = 0	E = -0.2	F = -0.3	G = 4%[57.1 µM]	H = 1	I = -3%

COc1cccc(C(=O)N[C@@H](CCSC)c2nc3ccccc3[nH]2)c1
  A = 17	B = 5%	C = 2%	D = -1	E = 0.4	F = 0.0	G = 9%	H = -7	I = -21%

COc1ccccc1C(C)NCC(=O)NC(=O)NCc1ccco1 (stereo unspecified)
  A = -25	B = 2%	C = -3%	D = -3	E = -0.9	F = -0.5	G = -2%	H = 0	I = -9%

Clc1ccc(CNCC2CCCO2)cc1 (stereo unspecified)
  A = -18	B = -2%	C = 4%[2.29 µM]	D = -1	E = 0.8	F = -0.8	G = 12%[57.1 µM]	H = -1	I = -15%

CNC(=S)NCc1ccc(OC)cc1
  A = -5	B = 1%	C = -5%	D = 0	E = 0.1	F = 0.2	G = -15%	H = 6	I = -17%

CC(c1ccccc1)N1CC(C(=O)N2CCN(c3ccccc3)CC2)CC1=O (stereo unspecified)
  A = -13	B = 2%	C = -4%	D = 0	E = 0.5	F = 0.6	G = ?	H = -3	I = ?

CCN(CC)C(=O)CN1CCN(c2ncccn2)CC1
  A = 1	B = -8%	C = 5%	D = 2	E = 0.0	F = -0.5	G = 4%	H = 7	I = 1%

CCOC(=O)Cc1csc(NC(=S)NC(=O)c2ccc([N+](=O)[O-])cc2)n1
  A = 1	B = -12%	C = -3%	D = -1	E = 0.8	F = -0.3	G = ?	H = -1	I = -13%

CCN(CC)c1ccc(C(=O)N2CCc3c([nH]c4ccccc34)C2c2ccc(F)cc2)cc1 (stereo unspecified)
  A = .	B = -10%	C = 1%[57.1 µM]	D = -3	E = 0.3	F = -0.1	G = 22%[57.1 µM]	H = -2	I = -21%

CNC(=O)c1ccc(Oc2ccc(C(=O)NC)cc2)cc1
  A = -10	B = 11%	C = 12%	D = -4	E = 0.5	F = 0.3	G = 22%	H = 0	I = 0%
